Source: PubChem
M4 antag: CHRM4 antagonism in calcium assay | CHO-hM4 cells, ACh EC80, Fluo-8 calcium fluorescence | inhibition, % at 3 µM | actives 0.73% (n = 360,000) | AID 624125;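 active = inhibition above its plate's cutoff, the mean inhibition of sample wells plus 3 SD, cut at about 27% in these data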;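 also: 0% = acetylcholine EC80 with DMSO and 100% = DMSO without agonist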
M5 antag: CHRM5 antagonism in calcium assay; P08912; CHO-hM5 cells, Fluo-8 calcium fluorescence, ACh EC80; inhibition, % at 3 µM; actives 0.59% (n = 360,000); AID 624040;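 active = inhibition above a per-plate cutoff, the mean of that plate's test compounds plus 3 SD, cut at about 27% in these data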;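 also: 0% = acetylcholine EC80 with DMSO and 100% = DMSO without agonist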
Target sequence (P08912 whole entry, looked up): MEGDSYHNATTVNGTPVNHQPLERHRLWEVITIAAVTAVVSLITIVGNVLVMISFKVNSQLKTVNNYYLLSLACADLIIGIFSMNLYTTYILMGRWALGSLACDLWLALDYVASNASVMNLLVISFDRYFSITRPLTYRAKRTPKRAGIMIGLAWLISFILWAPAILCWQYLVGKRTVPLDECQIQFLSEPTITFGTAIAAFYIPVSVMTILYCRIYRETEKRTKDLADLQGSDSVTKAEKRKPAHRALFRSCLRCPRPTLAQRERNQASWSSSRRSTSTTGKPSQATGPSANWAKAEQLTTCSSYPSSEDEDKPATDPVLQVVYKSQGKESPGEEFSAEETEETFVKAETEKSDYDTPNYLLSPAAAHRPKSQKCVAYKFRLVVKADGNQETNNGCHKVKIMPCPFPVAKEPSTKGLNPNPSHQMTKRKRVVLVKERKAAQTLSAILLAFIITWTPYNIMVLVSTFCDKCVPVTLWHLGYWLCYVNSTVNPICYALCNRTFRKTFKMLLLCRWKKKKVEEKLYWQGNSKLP
M1 PAM: human CHRM1 positive allosteric modulation; P11229; CHO-K1 hM1, Fluo-8 calcium fluorescence, ACh EC20; 0% = ACh EC20, 100% = maximal ACh; activation, % at 3 µM; actives 0.088% (n = 360,000); AID 588819; in the data active = activation above about 19%, passing the limit was not always enough
Target sequence (P11229 whole entry, looked up): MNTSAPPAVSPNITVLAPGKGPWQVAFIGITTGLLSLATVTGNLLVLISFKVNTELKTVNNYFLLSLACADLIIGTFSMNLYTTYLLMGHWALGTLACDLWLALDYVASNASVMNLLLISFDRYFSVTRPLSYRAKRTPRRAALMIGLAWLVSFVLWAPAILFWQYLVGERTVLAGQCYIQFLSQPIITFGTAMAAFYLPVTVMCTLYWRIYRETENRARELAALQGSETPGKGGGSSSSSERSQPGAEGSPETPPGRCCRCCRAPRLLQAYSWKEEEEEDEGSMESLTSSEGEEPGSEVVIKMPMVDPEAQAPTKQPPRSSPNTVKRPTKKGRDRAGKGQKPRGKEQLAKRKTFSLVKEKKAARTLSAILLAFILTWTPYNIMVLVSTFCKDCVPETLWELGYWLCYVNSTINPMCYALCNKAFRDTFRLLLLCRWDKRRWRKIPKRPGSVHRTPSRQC
M5 ag: agonists of human muscarinic M5 receptor (CHRM5) | P08912 | CHO-K1 hM5 cells, Fluo-8 calcium fluorescence; 0% DMSO wells, 100% maximal acetylcholine response | activation, % at 3 µM | actives 0.19% (n = 360,000) | AID 624037;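 active = activation above the run's mean over test compounds plus 3 SD, cut at about 23% in these data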;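 also: signal is peak over basal fluorescence ratio across the kinetic read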
CHRM1 agonist: activates human CHRM1 receptor. P11229. CHO-K1 hM1, Fluo-8 calcium fluorescence, agonist mode; 0% DMSO, 100% acetylcholine EC100. activation, % at 3 µM. actives 0.33% (n = 360,000). AID 588814;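 active = activation above the run's mean compound activation plus 3 SD, cut at about 16% in these data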;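 also: peak over basal fluorescence ratio within a 140 s kinetic read after compound addition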
CHRM5 PAM: positive allosteric modulators of human muscarinic M5 receptor; actives 0.3% (n = 360,000); P08912; activation, % at 3 µM; AID 624038; CHO-K1 hM5, Fluo-8 calcium, ACh EC20 PAM; 0% = ACh EC20, 100% = ACh EC100;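 active = activation above the run cutoff, the mean activation of all test compounds plus 3 SD, cut at about 18% in these data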
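Assay system: CHO-K1 hM5 cells. Also added: acetylcholine at EC20 concentration, added after compound. Dosing: 3 µM, single dose. Times: compound preincubation 140 s before EC20 acetylcholine addition. Signal: Fluo-8 calcium fluorescence. Measure: % activation relative to EC20 and EC100 ACh responses. Repeats: singlicate, one well per test compound.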
CHRM1 antagonist: human CHRM1 antagonism; CHO-K1 hM1, Fluo-8 calcium fluorescence, ACh EC80 antagonist; inhibition, % at 3 µM; actives 1.3% (n = 360,000);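 active = percent inhibition above its own plate's cutoff, namely the mean of that plate's compound wells plus 3 SD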;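 also: peak over basal fluorescence ratio during 140 s after agonist addition; 0% = ACh EC80 plus DMSO and 100% = DMSO alone without agonist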
TAAR1 ag: agonists of human TAAR1; Q96RJ0; CHO RD-HGA16 TAAR1, Fluo-8 calcium fluorescence; vehicle wells 0%, saturating PEA agonist 100%; activation, % at 3 µM; actives 0.99% (n = 360,000); AID 624467;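 active = activation above the mean activation of all test compounds in the run plus 3 SD, cut at about 38% in these data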
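Test system: RD-HGA16 (CHO) cells co-expressing Gα16 and hTAAR1 / Benchmarks: DMSO vehicle as 0%, PEA at EC100 as 100% / Repeats: no replicates (n 1) / Measure: % activation from peak over basal fluorescence ratio, DMSO-to-PEA scaled / Timing: 17-24 h plating, Fluo-8 75 min 37 °C, 30 min RT / Technique: kinetic Fluo-8 calcium fluorescence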
M4 ag: agonists of human muscarinic M4 receptor (CHRM4); CHO-K1 hM4/Gqi5, Fluo-8 calcium fluorescence; vehicle 0%, full acetylcholine response 100%; P08173; AID 624127; actives 0.14% (n = 360,000); activation, % at 3 µM;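 active = activation above the run mean over all test wells plus 3 SD, cut at about 32% in these data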;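 also: peak over basal fluorescence ratio per well then scaled between controls; 0% = DMSO wells and 100% = acetylcholine at EC100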
* hit, by the source's call; · = no result given.

SMILES	M4 antag	M5 antag	M1 PAM	M5 ag	CHRM1 agonist	CHRM5 PAM	CHRM1 antagonist	TAAR1 ag	M4 ag
O=[N+]([O-])c1ccc2c(c1)C(O)n1nc(-c3ccccc3)nc1S2 (stereo unspecified)	0	9	4	-4	-1	-2	-9	2	1
NS(=O)(=O)c1ccc(CCNC(=O)C(=O)NCC2OCCN2S(=O)(=O)c2ccc(Cl)cc2)cc1 (stereo unspecified)	10	1	-14	-2	-8	-9	23	0	2
O=C1CCC/C=C\C[C@@H](CC(=O)N(CCO)Cc2ccccc2)C(=O)N2CCC[C@H]2CO1	6	6	2	-1	-3	-7	4	6	2
CCOC(=O)c1sc(C)c2c1NC1(CCCCC1)NC2=O	2	8	3	0	-9	-2	-1	2	-1
Cc1noc(C)c1NC(=O)Nc1ccc2c(c1)C(=O)N([C@H](C)CO)C[C@H](C)[C@@H](CN(C)S(=O)(=O)c1ccccc1)O2	11	3	0	1	-4	-4	5	8	1
Cc1ccc(C)c(N2CCN(C(=O)CCc3nc(-c4ccc(Br)cc4)no3)CC2)c1	-8	-5	13	3	-1	0	-15	1	0
CCOC(=O)C1(CCOc2ccccc2)CCN(Cc2ccc(NC(C)=O)cc2)CC1	1	18	-9	-10	-9	-19	4	7	2
COc1ccc(CCNc2cc(C)nc3c(-c4ccccc4)c(C)nn23)cc1OC	-7	12	4	0	-7	-6	-8	-1	3
C/C(=N\Oc1cccc(F)n1)c1ccc(Cl)cc1Cl	2	-4	5	-4	-5	5	-12	1	-1
CCOCCCNC(=O)C1CCC(CNS(=O)(=O)c2ccc(F)cc2)CC1 (stereo unspecified)	13	0	4	1	-2	0	-22	8	1
COc1ccc(CCNC(=O)CCN2C(=O)c3cccc4cccc(c34)C2=O)cc1OC	-10	-13	6	-1	-4	4	-5	2	4
O=C(NNc1cc(Cl)ccc1Cl)C1CCC1	0	8	5	-3	-4	-5	-7	1	-1
CC1=Nc2ccccc2N=C(N)C1c1ccccc1 (stereo unspecified)	-11	0	5	-1	-8	9	0	-1	1
COc1ccc(NC(=O)CCNS(=O)(=O)c2cccc3nsnc23)cc1OC	2	2	13	3	-8	2	-2	3	1
COc1cc(C)c(Br)cc1S(=O)(=O)NCc1cccs1	8	5	5	-1	-1	3	-2	6	3
N/C(Cc1ccc([N+](=O)[O-])cc1)=N\OC(=O)C1CCCCC1	-4	-5	8	-8	-4	10	-13	-1	-1
CCOC(=O)c1c(C)[nH]c(C(=O)CN2CCN(CC)CC2)c1C	-5	1	4	-4	-5	-3	-3	2	1
CC1(C(=O)NCc2ccccc2)Cc2c(-c3ccc4c(c3)OCO4)ccnc2O1 (stereo unspecified)	-10	0	4	-2	-6	-1	-6	-1	0
CC(NCC1COc2ccccc2O1)C1COc2ccccc2O1 (stereo unspecified)	-15	4	2	-6	-4	-5	0	25	0
O=C(CCNC(=O)N1CCn2c1nc1ccccc12)NCc1ccccc1	5	13	1	-4	-5	-2	-3	0	3
CCN(CC)c1ccc2c(c1)oc(=O)c1c(Cl)cc(=O)oc12	25	22	-2	5	4	-4	22	·	14
COc1cc(Cl)c(C)cc1NC(=S)NN	3	1	2	4	-4	4	4	1	0
CCOC(=O)c1cnc2ccc(C)cc2c1N(C)Cc1ccccc1	-14	-9	11	-8	0	9	-12	6	-1
OCc1ccc(-c2ccccc2)c(-c2ccccc2)c1	-12	-5	6	0	-1	5	-4	2	-2
Cc1ccc2oc(=O)n(CC(=O)O)c2c1	-4	2	0	2	-4	-6	5	1	0
CCOc1ccc(-c2nnc(NC(=O)Cc3cc(OC)c(OC)c(OC)c3)o2)cc1	18	12	-2	2	-4	3	6	-1	0
CCCc1cnc(Nc2nc(C(N)Cc3ccc(C(F)(F)F)cc3)cs2)nc1 (stereo unspecified)	3	5	4	5	18*	5	14	68*	9
COC(=O)c1cc(CSc2nc3ccccc3c(=O)n2C)oc1C	7	14	-31	2	-5	-13	67*	4	15
Cc1c(C(=O)N/N=C/c2ccc(O)c(Br)c2)sc(N)c1C#N	6	11	-8	0	-3	-8	17	6	4
O=C(c1cc(Br)c(Br)s1)N1CCN(C/C=C/c2ccccc2)CC1	-8	-3	-6	-8	-5	7	0	5	1

A section from further up:
SMILES	M4 antag	M5 antag	M1 PAM	M5 ag	CHRM1 agonist	CHRM5 PAM	CHRM1 antagonist	TAAR1 ag	M4 ag
Cc1c(C(=O)N/N=C/c2ccc(O)c(Br)c2)sc(N)c1C#N	6	11	-8	0	-3	-8	17	6	4
O=C(c1cc(Br)c(Br)s1)N1CCN(C/C=C/c2ccccc2)CC1	-8	-3	-6	-8	-5	7	0	5	1

Additional records:
SMILES	M4 antag	M5 antag	M1 PAM	M5 ag	CHRM1 agonist	CHRM5 PAM	CHRM1 antagonist	TAAR1 ag	M4 ag
CC(=O)Nc1ccc(S(=O)(=O)NCC2CCC(C(=O)NCc3ccccc3)CC2)cc1 (stereo unspecified)	0	9	6	-5	-9	-6	0	2	0
O=C(NCCCCc1ccccc1)C1CC(c2ccccc2[N+](=O)[O-])=NO1 (stereo unspecified)	1	4	-4	-2	-4	4	7	16	5
Cc1cccc2cc(-c3nc4c(C)cccn4c3NCc3ccco3)c(=O)[nH]c12	6	5	-15	-6	2	-14	28*	7	5
CC(=O)Nc1ccc(NC(=O)C(C)OC(=O)CN2C(=O)C3CCCCC3C2=O)cc1 (stereo unspecified)	-1	10	4	4	-1	-1	6	9	2
O=C(NCc1ccc(Cl)cc1)C1CCN(S(=O)(=O)c2cccnc2)CC1	4	9	7	-5	-3	0	-8	0	2
O=C(CCNC(=O)c1ccc(Br)cc1)OCc1ccccc1Cl	-13	6	6	-4	-4	-2	-5	0	0
Cc1cc(C)n(C(=O)CSc2nnc(SCC(=O)n3nc(C)cc3C)s2)n1	8	6	10	-1	-3	-6	-1	-2	1
O=C(CCCn1c(=O)c2ccccc2n(Cc2ccccc2)c1=O)NCc1ccco1	-1	-1	2	0	-2	1	-25	11	3
COc1ccccc1OCCCn1c(C)c(C#N)c2ccccc21	-3	7	-7	-12	-4	-32	7	12	3
C[n+]1cccc(O)c1SCc1ccccc1	-3	4	15	3	-1	13	-6	3	2
O=C(C[C@H]1CC[C@H]2[C@@H](COC[C@@H](O)CN2S(=O)(=O)c2ccc(F)cc2)O1)N[C@@H]1CCN(Cc2ccccc2)C1	-3	5	·	-2	·	4	·	1	1
O=C(CSc1nc2ccccc2o1)Nc1cc(C(F)(F)F)ccc1N1CCOCC1	-7	0	-4	-11	-6	-14	0	9	1
C=CCN(C(=O)c1ccccc1)C1CCS(=O)(=O)C1 (stereo unspecified)	12	-4	4	-2	-2	5	-2	0	2
COc1cc(NC(=O)[C@@H]2CCCN(S(=O)(=O)c3cccc4cccnc34)C2)cc(OC)c1OC	-10	8	-9	4	-4	-24	15	20	25
CC(C)C[C@H](NC(=O)N1CC(=O)Nc2ccccc21)C(=O)N[C@@H](Cc1ccccc1)C(=O)O	-2	6	6	3	-1	-5	-11	-1	1

Grouped by structure, the entries above containing an NH in an aromatic ring
SMILES	M4 antag	M5 antag	M1 PAM	M5 ag	CHRM1 agonist	CHRM5 PAM	CHRM1 antagonist	TAAR1 ag	M4 ag
CCOC(=O)c1c(C)[nH]c(C(=O)CN2CCN(CC)CC2)c1C	-5	1	4	-4	-5	-3	-3	2	1
Cc1cccc2cc(-c3nc4c(C)cccn4c3NCc3ccco3)c(=O)[nH]c12	6	5	-15	-6	2	-14	28*	7	5

The results go on:
SMILES	M4 antag	M5 antag	M1 PAM	M5 ag	CHRM1 agonist	CHRM5 PAM	CHRM1 antagonist	TAAR1 ag	M4 ag
Cc1ccc(Cl)cc1N1CCN(S(=O)(=O)c2c(C)[nH]c(C)c2C(=O)N2CCCCC2)CC1	1	11	3	-1	-1	-3	0	3	8
COC(=O)c1ccc(NC(=O)CCC(=O)c2ccc(F)cc2)cc1	3	19	0	-1	-3	-8	-6	5	9
CC1=CCC2([N+](=O)[O-])CN(CC(=O)O)CC1([N+](=O)[O-])C2 (stereo unspecified)	-3	-8	-1	0	-3	-1	9	7	0
COc1ccccc1NC(=O)CCc1nc(-c2cccs2)no1	-4	3	3	0	-1	1	-20	11	3
CCOC(=O)CSc1nnc(-c2ccoc2C)n1-c1ccc(OCC)cc1	1	7	6	-9	-7	-1	-5	1	-2
Cc1ccc(N(CCC#N)C(=O)COC(=O)C2CCN(S(=O)(=O)c3ccc(C)c(C)c3)CC2)cc1	1	0	-3	-3	-3	-4	-7	8	5
COc1ccc(CSc2nnc(Cc3sc(-c4ccccc4)nc3-c3ccccc3)o2)cc1	-9	-8	4	-3	-5	3	-12	4	0
O=C(Nc1nccs1)c1ccc(Br)s1	6	0	4	-5	-3	-4	-7	9	1
COc1cccc(OCCSc2nc(N)cc(N)n2)c1	-1	12	-4	-2	-1	-11	10	·	4
COc1ccccc1N1CCN(C(=O)CCC(=O)N2CCN(c3ccc(F)cc3)CC2)CC1	-3	4	6	4	-5	2	-13	5	3
Cc1ccc(C2=Nc3ccccc3N=C(c3ccco3)C2)c(O)c1	0	0	12	0	-4	2	-12	12	1
Cc1ccccc1OCc1nc(-c2ccc(Br)o2)no1	-4	-3	3	-1	-1	-1	-11	0	-2

Seven compounds out of the list, arranged by length of the SMILES, highest first.
SMILES	M4 antag	M5 antag	M1 PAM	M5 ag	CHRM1 agonist	CHRM5 PAM	CHRM1 antagonist	TAAR1 ag	M4 ag
Cc1ccc(N(CCC#N)C(=O)COC(=O)C2CCN(S(=O)(=O)c3ccc(C)c(C)c3)CC2)cc1	1	0	-3	-3	-3	-4	-7	8	5
CC1=CCC2([N+](=O)[O-])CN(CC(=O)O)CC1([N+](=O)[O-])C2 (stereo unspecified)	-3	-8	-1	0	-3	-1	9	7	0
COc1ccc(CSc2nnc(Cc3sc(-c4ccccc4)nc3-c3ccccc3)o2)cc1	-9	-8	4	-3	-5	3	-12	4	0
COC(=O)c1ccc(NC(=O)CCC(=O)c2ccc(F)cc2)cc1	3	19	0	-1	-3	-8	-6	5	9
Cc1ccc(C2=Nc3ccccc3N=C(c3ccco3)C2)c(O)c1	0	0	12	0	-4	2	-12	12	1
COc1ccccc1NC(=O)CCc1nc(-c2cccs2)no1	-4	3	3	0	-1	1	-20	11	3
O=C(Nc1nccs1)c1ccc(Br)s1	6	0	4	-5	-3	-4	-7	9	1

This is a subset; count on the stated rates, not on these rows.
